Rpn11 inh – blocks the human proteasome subunit Rpn11 | calls only at 20 µM | O00487 | human 26S proteasome, Ub4-pepOG fluorescence polarization; 20S core pre-blocked with epoxomicin | 0.59% of 360,000 active;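 active = inhibition at 20 µM, scaled to each plate's controls, above about 33%, limit read from the data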
SUMO1 PPI mod – modulators of human SUMO1-mediated protein-protein interactions | P63165 | SUMO1 binding to a labelled peptide, TR-FRET, 1 h | 0.33% of 360,000 active | inhibition, % at 20 µM; in the data active = inhibition above about 37%
TbMetRS inhib – blocks T. brucei methionyl-tRNA synthetase activity; purified T. brucei MetRS, ATP depletion, Kinase-Glo luminescence; inhibition, % at 11.9 µM; 0.4% of 360,000 active; AID 624268;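 active = inhibition above a per-plate cutoff of the control wells' mean inhibition plus 3 SD, cut at about 5.5% in these data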;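 also: 0% = DMSO wells median and 100% = median of wells with control inhibitor compound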
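Measured by: Kinase-Glo luciferase luminescence reporting remaining unconsumed ATP. Material: purified T. brucei MetRS enzyme. Doses: 11.9 µM compound single dose, 0.9% DMSO. Medium: HEPES buffer containing pyrophosphatase, BSA, spermine, DTT. Times: 15 min preincubation, 2 h reaction, all 25 °C. Reagent: methionine, ATP and bulk E. coli tRNA.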
STEP inh – STEP (human) phosphatase inhibition. P54829. inhibition, % at 20 µM. recombinant STEP, OMFP fluorogenic substrate, fluorescence. AID 588621. 0.25% of 360,000 active;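 active = inhibition at 20 µM, scaled per plate between control wells, above about 37%, limit read from the data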;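 also: 0% = DMSO with enzyme and substrate and 100% = substrate only without enzyme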
Target sequence (P54829 whole entry, looked up): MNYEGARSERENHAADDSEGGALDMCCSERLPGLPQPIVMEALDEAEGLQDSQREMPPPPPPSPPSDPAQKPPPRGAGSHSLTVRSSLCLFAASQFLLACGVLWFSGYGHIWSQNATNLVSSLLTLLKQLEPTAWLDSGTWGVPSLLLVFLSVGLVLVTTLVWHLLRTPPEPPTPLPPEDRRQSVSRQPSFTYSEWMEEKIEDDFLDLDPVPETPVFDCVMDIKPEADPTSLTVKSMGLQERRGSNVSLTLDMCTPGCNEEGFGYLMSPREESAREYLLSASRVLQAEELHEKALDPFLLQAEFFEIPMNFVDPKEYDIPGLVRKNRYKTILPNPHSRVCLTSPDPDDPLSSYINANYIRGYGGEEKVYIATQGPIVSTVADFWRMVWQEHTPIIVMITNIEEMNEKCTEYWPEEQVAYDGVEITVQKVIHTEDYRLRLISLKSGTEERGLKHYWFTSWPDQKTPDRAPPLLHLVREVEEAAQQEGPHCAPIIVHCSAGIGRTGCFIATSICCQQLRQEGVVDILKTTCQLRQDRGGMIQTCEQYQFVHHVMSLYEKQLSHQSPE
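Assay system: isolated STEP enzyme / Timing: 20 min at room temperature, dark / Doses: 20 µM, 1% DMSO / Technique: fluorescence intensity, excitation 480 nm, emission 540 nm / Reagent: fluorogenic phosphatase substrate OMFP at 25 µM final / Measure: percent inhibition scaled to no-enzyme and uninhibited-enzyme controls, plate-pattern corrected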
CSN inh – CSN deneddylation inhibition; Q92905; Purified CSN, SCF-Nedd8-OG deneddylation, fluorescence polarization; inhibition, % at 12.5 µM; 0.38% of 360,000 active;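 active = pattern-corrected inhibition above about 35%, with an unprinted fluorescence ratio check between 0.5 and 1.5, limit read from the data, passing the limit was not always enough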;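 also: 0% = enzyme with substrate and 100% = substrate without enzyme; some results filed as inactive read as strong as hits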
Target sequence (Q92905 whole entry, looked up, one chain of several): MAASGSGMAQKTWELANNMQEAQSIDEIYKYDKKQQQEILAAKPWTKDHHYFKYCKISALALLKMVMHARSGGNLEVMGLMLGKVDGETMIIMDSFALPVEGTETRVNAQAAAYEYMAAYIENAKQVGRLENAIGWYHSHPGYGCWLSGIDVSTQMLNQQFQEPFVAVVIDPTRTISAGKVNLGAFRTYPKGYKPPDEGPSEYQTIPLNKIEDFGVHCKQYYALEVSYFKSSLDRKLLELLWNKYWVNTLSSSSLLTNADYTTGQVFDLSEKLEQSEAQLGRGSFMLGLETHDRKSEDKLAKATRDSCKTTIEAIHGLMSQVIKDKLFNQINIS
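Material: human Csn5 produced in HEK293T cells; Input: enzyme 0.24 nM; Reagent: SCFSkp2-Nedd8OG substrate at 10 nM final; Dosing: 12.5 µM compound; Incubation: 90 min reaction at room temperature; Detection: fluorescence polarization of the substrate; Evaluation: % inhibition of substrate cleavage by Csn5; Control set: substrate-only high control, full reaction low control.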
DNMT1 inh – inhibitors of human DNMT1; P26358; DNMT1 molecular beacon, Hinp1I cleavage, fluorescence; inhibition (reported as % activation of signal), % at 10 µM; 0.83% of 360,000 active; AID 588458; in the data active = inhibition above about 50%
Scp-1 inhibitor – inhibitors of human Scp-1 phosphatase. Q9GZU7. Recombinant Scp1, phosphopeptide, malachite green phosphate absorbance. inhibition, % at 20 µM. 0.88% of 340,000 active. AID 493091;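 active = inhibition above about 50% at 20 µM, limit read from the data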;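 also: plate controls were DMSO wells with enzyme for no effect and wells lacking enzyme for full effect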
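Test system – truncated SCP-1 phosphatase (76-261aa) · Reagent – Phosphorylated 17-residue peptide substrate · Incubation – 45 min room-temperature reaction, 5 min colour, 30 min stabiliser · Detection – colorimetric phosphate reagent with accelerator and stabiliser, absorbance at 630 nm · Measure – % inhibition at 20 µM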
NadD inh – inhibitors of Staphylococcus aureus NadD; purified NadD enzyme, colorimetric absorbance read-out; AID 602399; inhibition, % at 20 µM; 0.78% of 360,000 active; in the data active = inhibition above about 26%; also: some compounds past the cut are filed as inactive
LMPTP block – LMPTP (human) inhibition | inhibition, % at 20 µM | 0.22% of 360,000 active | P24666 | recombinant LMPTP-A, OMFP fluorogenic substrate, fluorescence intensity;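 active = compounds that cut the enzyme signal by at least half of the control window in the single-dose screen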;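 also: plate controls were DMSO wells with enzyme plus substrate for no effect and substrate without enzyme for full effect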
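material = LMPTP-A | quantity = 0.625 nM enzyme | reagent = OMFP substrate, 400 µM final | buffer or medium = Bis-Tris pH 6.0, DTT, detergent | detection = endpoint fluorescence intensity from OMFP dephosphorylation | dosing = single 20 µM dose | read-out basis = % inhibition relative to no-enzyme and uninhibited control wells | control set = no-enzyme and uninhibited controls | timing = 50 min at room temperature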
MsrA inh – bovine MsrA inhibition; purified bovine MsrA, absorbance read-out; inhibition, % at 15.5 µM; 0.75% of 360,000 active; AID 651718; in the data active = inhibition above about 4.5%;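 also: 0% = vehicle wells with enzyme and 100% = reference inhibitor wells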
An asterisk follows results filed as active; i = inactive; . = not tested or not shown; + = active, no number.

A first look:
SMILES	Rpn11 inh	SUMO1 PPI mod	TbMetRS inhib	STEP inh	CSN inh	DNMT1 inh	Scp-1 inhibitor	NadD inh	LMPTP block	MsrA inh
COc1ccc(C(=O)COC(=O)C(O)c2ccccc2)c(OC)c1 (centres undefined)	i	3	-0.1	-2	3	6	0	-2	0.0	-0.1
O=C(COC(=O)c1ccc(Cl)nc1)c1ccc2c(c1)OCCO2	i	0	1.0	0	1	-2	7	-4	1.2	0.5

The listing, from the first entry:
SMILES	Rpn11 inh	SUMO1 PPI mod	TbMetRS inhib	STEP inh	CSN inh	DNMT1 inh	Scp-1 inhibitor	NadD inh	LMPTP block	MsrA inh
COc1ccc(C(=O)COC(=O)C(O)c2ccccc2)c(OC)c1 (centres undefined)	i	3	-0.1	-2	3	6	0	-2	0.0	-0.1
O=C(COC(=O)c1ccc(Cl)nc1)c1ccc2c(c1)OCCO2	i	0	1.0	0	1	-2	7	-4	1.2	0.5
Cn1c(CSc2ncccn2)nnc1SCC(=O)N1CCCCCC1	i	6	-0.8	-1	7	0	4	7	-1.5	0.4
CC(=O)N1CCc2cc(N=NC3=C(O)CCCC3=O)ccc21	+	-49	0.3	5	31	-7	-1	-7	8.4	2.1
O=C(Cn1ccc([N+](=O)[O-])n1)NCc1ccccc1	i	-8	0.1	2	2	-2	-7	1	-1.9	-0.7
Cc1ccc(/C=C/C(=O)Nc2cc(S(=O)(=O)N3CCCCCC3)ccc2OCC(F)(F)F)o1	i	-1	-0.3	0	2	-11	-9	3	3.2	2.9
CN(CC(=O)Nc1ccccc1F)S(=O)(=O)c1ccc2c(c1)n(C)c(=O)c(=O)n2C	i	-5	0.6	0	2	2	-6	0	-1.1	-0.6
O=C(NCc1ccccc1)c1ccc(Br)cc1Br	i	0	1.5	0	0	0	-7	-2	-1.7	1.1
CC1=CC(C)(C)N2C(=O)C3(SCC(=O)N3c3ccc(F)cc3)c3cc(C)cc1c32 (centres undefined)	i	3	-0.8	0	3	-19	-4	-3	2.7	0.8
Clc1ccc(Cn2cc(/C=N/n3cnnc3)c3ccccc32)cc1	i	-5	-0.5	-3	7	-4	3	9	4.2	0.0
CNc1cncc(-c2cc(OC)ccc2OC)n1	i	-8	-0.4	2	-2	2	.	1	3.4	2.8
CC(NC(=S)Nc1ccc(OC(F)F)cc1)c1ccc(F)cc1 (centres undefined)	i	0	0.4	-1	-7	3	-13	2	2.3	-0.8
Cc1ccc(NC(=S)NC(=O)C2CCCC2)cc1C	i	-3	-0.4	4	-3	-1	-8	-1	1.6	-1.1
CC(C)(C)N=C1NN=C(c2cc3ccccc3o2)CS1	i	-7	0.2	1	-3	-11	-9	5	0.6	0.8
CCc1n[nH]c(=O)n1Cn1c(CC)n[nH]c1=O	i	1	-0.1	2	4	-1	-5	-6	-1.8	0.0
Nc1cccc2c1C(=O)N(C(=O)c1ccc(S(=O)(=O)N3CCCCCC3)cc1)C2=O	i	-8	-1.8	1	-2	-2	-7	-4	-3.3	1.2
Cc1ccc(NC(=O)C2CCN(C(=O)c3ccccc3C)CC2)cc1	i	2	-1.5	-2	0	1	3	-1	-2.4	0.1
C=CCOn1c(=O)c(-c2ccccc2)[n+]([O-])c2ccccc21	i	-21	-0.7	3	-1	-4	-3	2	0.0	1.6
COc1ccc(CNS(=O)(=O)c2ccc(-n3cnnn3)c(C)c2)cc1	i	-2	-0.5	-1	3	-2	-6	-1	-0.9	0.2
CSc1ccc(/C=C/C(=O)OCC(=O)N2CCCCCC2)cc1	i	-2	-0.2	3	-1	3	-18	-5	0.2	3.1
Cc1ccc(-c2nn3c(C)nnc3s2)cc1NC(=O)c1ccco1	i	8	0.1	-1	-1	2	-4	-1	-0.3	-0.6
Cc1ccc(S(=O)(=O)NC2CCCCCC2)cc1	i	7	-0.1	-1	1	3	-8	2	-0.5	-0.4
O=C(Oc1ccc(C(=S)N2CCOCC2)cc1)c1ccccc1F	i	-7	0.0	1	5	-2	-6	-3	-1.8	-0.9
O=C(Nc1ccc(Cl)cc1F)c1ccc(-n2cncn2)cc1	i	-3	-0.3	0	0	-2	-7	5	-1.9	-0.5
O=C(CSc1ncccn1)NNC(=O)c1ccccc1	i	3	0.0	-2	-4	4	4	-6	1.0	-0.2
CCOC(=O)c1ccc(Nc2c(OCC)c(=O)c2=O)cc1	i	1	0.0	3	-2	1	-1	-4	11	5.9*
Cc1cc(C)c(NC(=O)c2c[nH]c(=S)n2-c2ccc(F)cc2)c(C)c1	i	16	0.2	9	-6	0	-8	4	-0.7	-0.4
CCn1cc(C(=O)N2CCN(c3ccccc3F)CC2)c(=O)c2ccc(C)nc21	i	2	0.0	3	0	-4	-10	1	-1.7	1.5
Cc1ccc(C2OC(=O)C=C2c2ccccc2)cc1 (centres undefined)	i	3	-0.1	1	3	1	-11	-3	-1.0	0.2
Cc1ccc(-n2c(Cc3ccccc3)n[nH]c2=S)cc1	i	-1	-0.4	-3	-6	3	-5	1	-1.3	-0.2
CCOc1ccc(CCNC(=O)c2cccc(S(=O)(=O)N3CC(C)OC(C)C3)c2)cc1OCC (centres undefined)	i	1	-0.2	-2	-1	-2	1	3	-0.3	-1.7
O=C(Nc1cccc(S(=O)(=O)c2cccc(NC(=O)C3CC3)c2)c1)C1CC1	i	3	-0.1	-1	-3	-5	-6	-9	-2.0	-0.1
Cc1ccc(-n2c(=O)cc(N3CCN(Cc4ccccc4)CC3)[nH]c2=O)cc1	i	-4	-0.8	1	2	-5	-6	4	-0.6	1.2
Cc1oc2c(O)c(O)ccc2c(=O)c1-c1ccccc1	i	6	-1.1	-1	-3	8	-3	-2	-2.2	0.8
Cc1cc(C)nc(NC(=O)c2ccc(Cl)c([N+](=O)[O-])c2)n1	i	-22	3.1	2	0	-2	-4	-2	-2.4	0.3
COc1nc(OCC#N)nc(N2CCCCC2)n1	i	4	-0.8	-2	1	2	-17	-5	-2.2	-0.1
Cc1ccc(OCC(=O)NNC(=S)NC(=O)c2ccc(Br)o2)c(C)c1	i	10	-0.2	4	1	-1	-5	15	-0.7	-0.4
COc1ccc2c(c1OC)c(=O)n1c3ccc(OC(C)C(=O)NCCCN4CCOCC4)cc3c3ccnc2c31 (centres undefined)	i	-15	-0.8	-2	5	1	-1	-1	-5.7	.
CCOC(=O)c1c(C)[nH]c(C(=O)COC(=O)C2=NNC(=O)CC2)c1C	i	2	-1.1	-4	-2	-2	-4	-4	0.4	-0.2
CCOc1ccc(C(Nc2ccc(C)cc2)P2(=O)OCCCO2)cc1 (centres undefined)	i	-1	-0.4	-2	3	1	3	0	-1.3	0.2
O=C(N1CCCC1)C(F)(F)Oc1ccc(F)cc1	i	-2	0.2	-1	2	2	-4	2	-0.5	-0.2
O=C(NC1C(=O)NNC1c1ccccc1)c1ccc(F)cc1 (centres undefined)	i	2	-0.3	-4	4	-14	-3	9	0.3	-0.9
CC(C)CN1C(=O)CSCC1(C)C(=O)NCc1ccccc1 (centres undefined)	.	1	0.1	.	-5	.	.	.	-0.9	-0.5
COc1ccc(-c2cc(=O)oc3cc(OC(C)C(=O)O)ccc23)cc1 (centres undefined)	i	-18	0.1	-2	2	3	-13	-3	-1.5	2.7
O=C(c1ccco1)N1CCN(c2cc(C(F)(F)F)nc3ncnn23)CC1	i	3	-0.1	-1	0	-5	-6	-3	0.3	2.0
CCCc1nnc(NC(=O)CCCC(=O)O)s1	i	0	-0.9	-1	-2	3	-2	2	-0.8	-0.4
O=C(O)C(O)Cc1c[nH]c2ccccc12 (centres undefined)	i	7	0.0	2	3	0	10	0	-0.8	-1.3
CCC(=O)C(C#N)(c1ccc(OC)c(OC)c1)C(C)C (centres undefined)	i	1	-0.3	-2	4	2	1	-6	-2.1	-0.2
COC(=O)/C=C1\N/C(=N\c2nc(C)cc(C)n2)N(c2ccc(C)cc2)C1=O	i	-17	-0.4	2	4	3	-3	-2	-0.5	3.6
CC1(C)Cc2[nH]c3ccccc3c2C(C)(C)N1	i	5	0.4	-2	1	3	-11	-12	-1.3	-0.1

Other results:
SMILES	Rpn11 inh	SUMO1 PPI mod	TbMetRS inhib	STEP inh	CSN inh	DNMT1 inh	Scp-1 inhibitor	NadD inh	LMPTP block	MsrA inh
COc1ccccc1CNC(=O)CCNC(=O)C1CCN(S(=O)(=O)c2ccccc2)CC1	i	-1	-0.3	-2	-5	1	-5	-4	-0.1	0.6
CCN(CC)c1ccc(C(=O)OCC(=O)NCC2CCCO2)cc1 (centres undefined)	i	0	-0.3	-3	-4	0	-2	-5	-1.0	4.1
CCCc1nc2c(s1)CCc1onc(-c3cccc([N+](=O)[O-])c3)c1-2	i	-3	-0.5	3	0	0	-11	5	0.1	-0.2
COc1cccc(SCc2noc(C(=O)NCC3CC3)c2C(=O)NCC2CC2)c1	i	0	-0.4	-6	-1	3	-11	-5	-0.2	-0.8
CCOc1ccc(C(=O)NCc2ccco2)cc1Cl	i	1	0.0	0	2	8	6	5	0.2	-0.8
